# Screening data: PubChem BioAssay, Sanford-Burnham Center for Chemical Genomics
# beta cell repl: induces beta-cell replication in MIN6 cells. MIN6 cells proliferation, ATPlite luminescence, 48 h; cells starved in 0.2% serum; 100% = growth in 10% serum. proliferation, % at 10 µM. 330,000 tested, 0.29% active;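 active means compounds whose signal lies at least 3.5 SD above the mean of all wells on their plate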;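 further: 0% = DMSO-treated cells in low-serum medium and 100% = 10% serum control; some compounds called inactive have numbers as strong as hits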
# A3G deaminase: inhibitors of human APOBEC3G DNA deaminase. 330,000 tested, 0.28% active. recombinant A3G, ssDNA deamination FAM/TAMRA fluorescence. Q9HC16. inhibition, % at 20 µM. AID 493012;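 active means inhibition of at least 40% at 20 µM, with no more than 30% in the related APOBEC3A deaminase screen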;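 further: plate controls were DMSO wells with A3G for no effect and wells lacking A3G enzyme for full effect; some compounds called inactive have numbers as strong as hits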
# Target sequence (Q9HC16 whole entry, looked up): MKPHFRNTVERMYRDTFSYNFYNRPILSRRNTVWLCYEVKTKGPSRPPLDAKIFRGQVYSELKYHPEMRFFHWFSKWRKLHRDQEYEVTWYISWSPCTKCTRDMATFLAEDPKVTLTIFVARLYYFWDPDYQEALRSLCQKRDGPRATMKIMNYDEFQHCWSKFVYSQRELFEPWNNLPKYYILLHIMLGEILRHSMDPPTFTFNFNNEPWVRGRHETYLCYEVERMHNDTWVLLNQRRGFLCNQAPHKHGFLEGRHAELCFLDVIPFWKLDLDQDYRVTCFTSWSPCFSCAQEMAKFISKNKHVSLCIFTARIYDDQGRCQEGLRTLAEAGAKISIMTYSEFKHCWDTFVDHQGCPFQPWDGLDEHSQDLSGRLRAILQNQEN
# A3A deaminase: inhibitors of human APOBEC3A DNA deaminase; P31941; recombinant A3A, FAM/TAMRA ssDNA deamination fluorescence; inhibition, % at 20 µM; 330,000 tested, 0.41% active; AID 493011;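 active means at least 40% inhibition at 20 µM here, with at most 30% in a related deaminase screen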;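 further: plate controls were A3A with DMSO for no effect and wells lacking A3A enzyme for full effect; some results filed as inactive read as strong as hits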
# Target sequence (P31941 whole entry, looked up): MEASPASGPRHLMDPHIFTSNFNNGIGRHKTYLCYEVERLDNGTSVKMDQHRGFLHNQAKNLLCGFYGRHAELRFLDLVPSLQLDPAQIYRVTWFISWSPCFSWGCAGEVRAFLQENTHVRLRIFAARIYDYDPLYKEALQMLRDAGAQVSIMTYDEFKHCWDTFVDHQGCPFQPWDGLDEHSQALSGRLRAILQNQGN
# TIM10 inh: TIM10 yeast growth inhibition. S. cerevisiae TIM10 strain growth, BacTiter-Glo luminescence, 24 h. inhibition, % at 10 µM. 330,000 tested, 1.4% active;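 active means inhibition of 40% or more at the single tested concentration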;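 further: wild-type TIM10 isogenic control strain grown at permissive 25 °C; 0% = DMSO yeast wells and 100% = minimal medium wells without yeast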
# mIAP block: blocks mouse intestinal alkaline phosphatase; purified mouse IAP, CDP-Star luminescence, 30 min; inhibition, % at 10 µM; 330,000 tested, 0.2% active;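 active means inhibition of at least 40% at 10 µM in the primary screen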;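 further: plate controls were DMSO with enzyme for no effect and no enzyme wells for full effect; values of inactives mirror those of a sister screen read the other way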
# mIAP act: mouse IAP activation. muIAP, CDP-Star luminescence, 30 min; active compounds read high; 1 = vehicle-only enzyme signal, 0 = enzyme-free wells. activation factor at 10 µM. 330,000 tested, 0.24% active. AID 2805;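 active means activation factor of at least 2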; further: the source names both 10 and 20 µM as test concentration; values of inactives mirror those of a sister screen read the other way
#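 System: mouse IAP enzyme. Reagent: CDP-Star chemiluminescent phosphatase substrate. Benchmarks: DMSO wells, no-enzyme wells. Times: 30 min enzyme-substrate-compound incubation at room temperature. Detection: luminescence from enzymatic CDP-Star hydrolysis. Doses: test compounds delivered from DMSO solution.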
# hIAP block: blocks human intestinal alkaline phosphatase; inhibition, % at 10 µM; 330,000 tested, 0.12% active; purified IAP, CDP-Star luminescence, 30 min; P09923;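 active means inhibition reaching a set limit with compound at 10 µM in the primary screen, cut at about 35% in these data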;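 further: plate controls were DMSO wells with enzyme for no effect and no-enzyme buffer wells for full effect; values of inactives mirror those of a sister screen read the other way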
# Target sequence (P09923 whole entry, looked up): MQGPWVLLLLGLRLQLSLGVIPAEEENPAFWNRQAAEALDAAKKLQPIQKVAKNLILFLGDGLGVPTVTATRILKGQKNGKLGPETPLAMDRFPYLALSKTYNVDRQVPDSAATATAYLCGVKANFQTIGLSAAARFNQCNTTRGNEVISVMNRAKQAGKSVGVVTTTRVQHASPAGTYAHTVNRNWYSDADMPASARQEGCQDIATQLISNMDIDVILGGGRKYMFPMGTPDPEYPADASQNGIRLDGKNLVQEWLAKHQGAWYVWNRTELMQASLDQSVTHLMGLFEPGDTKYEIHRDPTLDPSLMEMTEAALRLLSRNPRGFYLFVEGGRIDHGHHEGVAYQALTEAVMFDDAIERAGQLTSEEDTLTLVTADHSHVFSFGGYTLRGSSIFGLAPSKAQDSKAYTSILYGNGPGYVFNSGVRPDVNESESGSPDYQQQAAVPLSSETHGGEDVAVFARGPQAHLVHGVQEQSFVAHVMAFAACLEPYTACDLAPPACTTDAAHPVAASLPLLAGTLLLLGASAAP
# tim10-1 inh: tim10-1 yeast growth inhibition | S. cerevisiae tim10-1 ts strain growth, BacTiter-Glo, 24 h | inhibition, % at 20 µM | 330,000 tested, 2.2% active | AID 463190;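 active means inhibition of at least 40%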;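 further: mutant grown at 25 °C; 0% = DMSO wells with yeast and 100% = wells holding no yeast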
# NALP3 yeast inh: NALP3 inhibition in yeast. Yeast reconstituted NLRP3/ASC/caspase-1, beta-gal luminescence, 24 h. inhibition, % at 10 µM. 330,000 tested, 0.39% active. AID 2825;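 active means inhibition of 50% or more; inactive means inhibition below 50%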;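 further: plate controls were induced DMSO wells for no effect and uninduced yeast grown without galactose for full effect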
# * hit, by the source's call.
SMILES,beta cell repl,A3G deaminase,A3A deaminase,TIM10 inh,mIAP block,mIAP act,hIAP block,tim10-1 inh,NALP3 yeast inh
O=C(NCC(c1ccco1)N1CCCCC1)c1ccc(S(=O)(=O)Nc2ccccc2)cc1 (stereo not given),-2.0,-6.9,-1.2,-3.9,-0.7,1.01,-6.9,0.7,13.3
O=C(CSCc1ccc(Cl)cc1)NN=C1CCCC1,-1.9,-3.6,16.9,13.2,-0.2,1,0.2,1.5,0.2
O=C(CSc1ncccn1)Nc1ncc(C(F)(F)F)cc1Cl,-2.3,-5.7,3.4,-6.2,-0.3,1,-3.0,-1.5,1.8
Cn1c(CNC(=O)c2cccs2)nnc1SCC(=O)Nc1ccc(Cl)cc1,-0.5,-6.3,-2.4,-5.2,-10.4,1.1,-26.3,-7.1,4.0
O=C(NCc1ccccn1)c1n[nH]c(=O)c2ccccc12,-1.1,-8.9,-5.3,0.7,-15.0,1.15,-12.5,18.2,4.7
O=c1[nH]c(C2CCN(S(=O)(=O)/C=C/c3ccccc3)CC2)nc2c1nnn2Cc1ccccc1,-1.6,-12.8,-2.7,14.8,13.5,0.865,-0.4,-8.3,15.3
CC1(C)CC(CC(=O)NC(=S)Nc2ccc([N+](=O)[O-])cc2)C(=O)O1 (stereo not given),1.3,2.3,1.5,5.1,16.6,0.834,17.2,11.4,19.8
COc1ccc(C(=O)Nc2ccccc2C(=O)NC(C)C)cc1OC,-0.9,-0.5,-4.3,12.6,3.0,0.97,13.1,17.8,20.3
O=C(Nc1ccc(O)cc1)/C(=C\c1ccncc1)NC(=O)c1ccccc1,-0.1,2.2,1.4,-3.7,-4.7,1.05,-5.3,6.1,-9.5
CCOc1ccccc1NC(=O)Nc1ccc2c(c1)CCC2,1.7,-1.6,3.5,22.8,-23.4,1.23,-30.2,12.3,35.3
Cc1ccc(C(=O)Nc2ccc(C)c(S(=O)(=O)N3CCOCC3)c2)c(C)c1,2.5,-6.6,-1.7,-2.1,6.4,0.936,-34.7,14.6,10.2
Cn1c(CC(=O)NNC(=O)c2ccc(F)cc2F)nc2ccccc21,-4.8,-5.6,-1.9,-4.1,6.4,0.936,-73.6,-10.8,6.2
C/C(=N\NC(=O)c1ccccc1O)c1ccc(NC(=O)Cc2ccccc2)cc1,0.4,-10.5,-3.6,-9.5,1.7,0.983,-25.3,-7.6,-2.6
CN(/N=C/c1ccncc1)c1cnn(-c2ccc(F)c(Cl)c2)c(=O)c1Cl,-0.5,-11.1,-3.2,-7.6,8.8,0.912,13.9,-6.9,-1.0
CC(C)NC(=O)COc1coc(CN2CCN(c3ccccc3F)CC2)cc1=O,-4.5,-5.4,-6.6,5.5,-5.0,1.05,-5.1,-8.7,-5.3

# Brought forward from above: 4 entries, then new ones.
SMILES,beta cell repl,A3G deaminase,A3A deaminase,TIM10 inh,mIAP block,mIAP act,hIAP block,tim10-1 inh,NALP3 yeast inh
Cn1c(CC(=O)NNC(=O)c2ccc(F)cc2F)nc2ccccc21,-4.8,-5.6,-1.9,-4.1,6.4,0.936,-73.6,-10.8,6.2
C/C(=N\NC(=O)c1ccccc1O)c1ccc(NC(=O)Cc2ccccc2)cc1,0.4,-10.5,-3.6,-9.5,1.7,0.983,-25.3,-7.6,-2.6
CN(/N=C/c1ccncc1)c1cnn(-c2ccc(F)c(Cl)c2)c(=O)c1Cl,-0.5,-11.1,-3.2,-7.6,8.8,0.912,13.9,-6.9,-1.0
CC(C)NC(=O)COc1coc(CN2CCN(c3ccccc3F)CC2)cc1=O,-4.5,-5.4,-6.6,5.5,-5.0,1.05,-5.1,-8.7,-5.3
Clc1ccc(OCCN2CCOCC2)cc1Cl,-1.3,3.1,1.4,-5.2,13.7,0.863,-2.0,-8.7,6.1
CCC(C)(C)n1nnnc1CN(Cc1cc2cc(OC)ccc2[nH]c1=O)C1CCCC1,1.0,-5.9,-2.7,14.7,6.0,0.94,27.2,15.4,1.3
CC(Sc1ccc(Cl)cc1)C(=O)NCc1ccc2c(c1)OCO2 (stereo not given),-1.6,-2.3,3.0,-13.1,-5.4,1.05,-13.4,1.4,46.2
CC/C=C(\NC(C)=O)c1ccccc1,0.3,-8.3,-3.3,-0.7,2.6,0.974,13.2,8.1,-4.8
CSc1nc2ccc3nc(NC(=O)c4ccccc4)sc3c2s1,0.0,-7.3,-4.5,15.0,13.8,0.862,10.5,22.8,17.3
CCOc1ccc2[nH]c(=O)c(CN(CCO)C(=O)c3ccccc3F)cc2c1,0.9,-0.7,2.0,0.0,-20.7,1.21,-9.3,6.0,-0.9
Cc1ccc(C)c(N2CCN(S(=O)(=O)c3ccc4c(c3)CC(C)N4C(=O)C3CC3)CC2)c1 (stereo not given),-2.5,-6.3,-4.2,18.6,-0.3,1,-15.0,25.9,16.5
Cc1cccc(C(=O)Nc2ccc(C(=O)/C=C/c3ccncc3)cc2)c1,-4.2,-8.5,-0.1,25.9,3.4,0.966,14.5,33.7,22.7
CNC(=O)NC(=O)CSc1nc2cc(C(=O)OC)ccc2c(=O)n1-c1ccccc1,-2.7,-0.3,-5.5,8.0,7.3,0.927,-10.4,1.5,-4.1
Cc1cc([N+](=O)[O-])ccc1NC(=O)C1CCCO1 (stereo not given),2.7,-4.4,-5.0,4.6,1.9,0.981,8.7,17.2,0.6
Cc1cc(CNC(=O)C(C)n2nc(C)c([N+](=O)[O-])c2C)c2ccccc2n1 (stereo not given),-1.7,-4.3,-7.8,-4.4,-1.7,1.02,-12.8,0.0,13.9
O=C1CC(c2ccc3c(c2)OCCO3)Oc2ccccc21 (stereo not given),-5.7,-5.3,-2.4,14.7,-7.1,1.07,-2.5,29.2,4.0
N#C/C(=C\c1ccc(N2CCOCC2)o1)c1nc2ccccc2[nH]1,-3.7,-36.0,-27.0,41.6*,13.6,0.864,5.8,35.9,15.4
COc1cc(OC)cc(C(=O)NNC(=O)c2cc3ccccc3cc2O)c1,-1.0,-6.2,-3.1,5.0,28.0,0.72,-74.0,13.2,16.2
CC(C)(C)C1CCC(C(=O)Nc2ccccc2)CC1 (stereo not given),-4.3,1.1,4.7,25.6,-17.8,1.18,1.5,20.3,41.9
O=C(N/N=C/c1cccc([N+](=O)[O-])c1)c1cccs1,0.0,-4.7,-2.6,17.3,-0.3,1,12.9,5.9,16.2
N#Cc1c(-c2ccc(Cl)cc2)cc(-c2ccccc2)nc1SCC(=O)O,-5.1,-4.0,0.5,6.2,14.3,0.857,16.1,31.2,12.5
COc1ccc(S(=O)(=O)NC(C)C(=O)NCc2ccncc2)cc1C (stereo not given),-2.6,-4.4,-4.9,-11.9,-3.8,1.04,-15.2,13.4,15.4
COc1ccc(S(=O)(=O)N(C)C[C@H]2Oc3ccc(NS(=O)(=O)c4ccccc4)cc3C(=O)N([C@H](C)CO)C[C@@H]2C)cc1,2.2,-5.6,-0.2,8.0,-9.8,1.1,-9.8,7.5,1.5
CC1=C(C(=O)N2CCOCC2)C(c2cccs2)NC(=O)N1 (stereo not given),0.0,1.4,-1.9,0.4,4.2,0.958,-0.2,12.3,15.8
CCCCN(CC)CCNC(=O)c1cc2c(=O)[nH]c3ccccc3c2s1,-2.4,-1.4,1.9,-3.1,7.5,0.925,5.9,15.3,3.2
COc1ccc(C2C(C(N)=O)=C(C)Nc3nc(CCCO)nn32)cc1OC (stereo not given),-4.4,-0.4,-1.2,-15.8,-3.7,1.04,1.0,16.7,1.7
COc1cc(/C=N/O)ccc1Oc1ccc([N+](=O)[O-])cc1[N+](=O)[O-],-2.6,0.7,0.0,25.4,9.4,0.906,-7.4,43.6*,1.4
CCOC(=O)NN1C(=O)c2ccccc2NC1c1ccc(OC)cc1 (stereo not given),0.0,-5.5,-0.4,15.4,-4.1,1.04,-6.0,2.9,-0.1
Cc1ccccc1NC(=O)c1ccc(NC(=O)c2ccco2)cc1,-0.4,0.2,2.2,31.8,4.1,0.959,16.8,22.8,10.5
O=C(NCc1cccnc1)C(=O)c1c[nH]c2ccccc12,-1.0,-4.4,0.0,-5.9,-1.7,1.02,2.9,-23.6,9.4
CC(CN1CCCCC1)OC(=O)c1ccco1 (stereo not given),10.9,-13.5,-3.4,-2.3,12.5,0.875,0.7,-9.7,16.6
CCCNC(=O)c1ccc(COc2ccc(C)cc2)o1,-2.7,1.1,-7.6,-10.4,-13.9,1.14,-13.9,4.8,19.9
CC(C)c1ccccc1NC(=O)COc1ccc2c(=O)c(Oc3ccc4ccccc4c3)coc2c1,-1.6,-0.2,1.4,-5.9,1.9,0.981,1.7,21.0,13.2
O=C(NCc1cccs1)C1CCCN(S(=O)(=O)c2ccc(Br)s2)C1 (stereo not given),-1.0,-4.3,-2.6,20.1,3.1,0.969,-14.4,4.3,7.3

# An excerpt of these results, with two lines to a compound.
# Screens in order: beta cell repl	A3G deaminase	A3A deaminase	TIM10 inh	mIAP block	mIAP act	hIAP block	tim10-1 inh	NALP3 yeast inh
> COc1ccc(C2C(C(N)=O)=C(C)Nc3nc(CCCO)nn32)cc1OC (stereo not given)
  -4.4	-0.4	-1.2	-15.8	-3.7	1.04	1.0	16.7	1.7
> COc1cc(/C=N/O)ccc1Oc1ccc([N+](=O)[O-])cc1[N+](=O)[O-]
  -2.6	0.7	0.0	25.4	9.4	0.906	-7.4	43.6*	1.4

# (continued)
SMILES,beta cell repl,A3G deaminase,A3A deaminase,TIM10 inh,mIAP block,mIAP act,hIAP block,tim10-1 inh,NALP3 yeast inh
S=c1[nH]nc(-c2ccco2)n1/N=C/c1cccc(Cl)c1,-2.0,32.5,-1.5,17.0,11.7,0.883,12.4,10.4,22.7
CC(=O)Nc1c(O)c2ccccc2[nH]c1=O,-1.5,-3.0,1.8,2.3,-4.9,1.05,5.4,-3.0,9.9
O=C(NNc1ccccc1[N+](=O)[O-])Nc1ccc(F)cc1,0.0,0.7,1.9,13.4,7.2,0.928,22.5,3.7,13.4
COC(=O)c1sc(SC)c(-c2ccon2)c1C,-0.1,-1.4,2.7,-15.5,-1.7,1.02,-6.3,10.1,37.0
COc1c(F)c(F)c(C(=O)O)c(Nc2ccccc2C)c1F,0.9,-5.0,-1.2,12.8,-0.7,1.01,15.3,7.5,2.3
Fc1ccc(-c2csc(-c3ccncc3)n2)cc1,-1.9,-5.3,2.6,27.9,6.0,0.94,4.2,28.5,-33.4
N#Cc1ccc(N/N=C/c2cn(-c3ccccc3)nc2-c2ccccc2)c([N+](=O)[O-])c1,-6.6,-5.4,-2.7,10.9,4.8,0.952,20.7,11.6,9.0
CC(C)c1ccc(NC(=O)COC(=O)CC2CCCC2)cc1,2.3,-8.1,-3.0,16.1,-20.7,1.21,-10.8,27.4,12.0
CC(C)CC(=O)N=C1SC2CS(=O)(=O)CC2N1Cc1ccccc1Cl (stereo not given),-1.8,-6.2,-3.2,20.9,7.5,0.925,6.2,4.3,21.2
COc1cccc(C2CCCCN(C)C2=O)c1 (stereo not given),-1.7,3.1,-6.9,2.3,-4.0,1.04,-13.4,1.7,-6.7
CC(/C=C/c1ccco1)=N/NC(=O)c1ccccc1Cl,0.2,-6.5,-0.9,22.7,6.8,0.932,-11.6,12.3,21.2
Cc1cc(/C=N/NC(=O)CC2(C)OCCO2)c(C)n1-c1ccc(Cl)c(Cl)c1,-3.8,0.2,56.8*,-7.1,-10.2,1.1,-23.6,1.9,21.5
CCn1nnc(NC(=O)c2cccnc2)n1,-2.4,1.0,-1.4,-17.7,-3.0,1.03,-21.7,-8.6,12.5
O=C(NCCc1ccc(S(=O)(=O)N2CCCC2)cc1)c1cccs1,-2.5,-6.4,2.1,-4.9,4.4,0.956,-2.1,11.7,1.6
